# Screening results from PubChem.
# Pf Dd2 inh = P. falciparum Dd2 growth inhibition. SYBR Green, 72 h; hits give low values. activity change, % at 10 µM. hit rate 2.3% among 94,000. AID 1159554; in the data active = activity change below about -80%
# KDM4C inh = inhibitors of human demethylase GASC-1 KDM4C. hit rate 0.15% among 96,000. AID 720574. inhibition, % at 12.5 µM. GST-KDM4C 2-372, H3K9me3 peptide, LANCE TR-FRET;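 active = mean replicate inhibition above about 25%, with at least 55% of replicates also reaching it, limit read from the data, passing the limit was not always enough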
# Target sequence (Q9H3R0 2-372 limits assumed): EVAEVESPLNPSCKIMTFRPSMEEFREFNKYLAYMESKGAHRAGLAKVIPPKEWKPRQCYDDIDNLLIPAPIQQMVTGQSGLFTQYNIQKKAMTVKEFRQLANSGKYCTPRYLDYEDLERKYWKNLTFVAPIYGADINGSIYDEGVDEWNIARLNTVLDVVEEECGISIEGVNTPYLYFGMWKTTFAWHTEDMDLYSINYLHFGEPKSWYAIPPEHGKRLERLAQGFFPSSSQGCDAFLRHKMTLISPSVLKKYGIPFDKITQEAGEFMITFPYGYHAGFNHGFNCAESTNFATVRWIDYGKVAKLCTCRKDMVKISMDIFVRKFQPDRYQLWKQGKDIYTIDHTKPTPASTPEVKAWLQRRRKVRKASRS
#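 System – N-terminal GST-fused human GASC-1 (KDM4C) fragment, residues 2-372 · Input – enzyme final amount 10 nM · Technique – LANCE TR-FRET, Eu antibody, ULight-streptavidin, EDTA, ex 340 nm, em 618/671 nm · Medium – HEPES buffer, pH 7.5, plus ascorbate · Incubation – enzyme reaction 30 min, then detection 60 min, both room temperature · Reagent – H3K9me3 peptide with Fe(II)/2OG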
# C diff HTS = blocks growth of Clostridium difficile; Clostridium difficile clinical isolate growth, OD600, 24 h; hits give low values; growth activity, negative = inhibition, % at 16 µg/mL (by protocol); hit rate 0.25% among 86,000; AID 1259249;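 active = mean growth activity at or below -80% and every replicate also at or below -80%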;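 also: 0% = DMSO wells and -100% = levofloxacin 16 µg/mL wells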
# T cruzi growth = inhibitors of T. cruzi proliferation; inhibition, % at 8.34 µM; hit rate 5.9% among 77,000; T. cruzi beta-gal in NIH3T3, GalScreen luminescence, 90 h; AID 624255;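 active = mean inhibition above about 93%, with at least 55% of replicates each passing it, limit read from the data, passing the limit was not always enough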
# An asterisk follows results filed as active; x = not tested or not shown; & = joins results of further samples.
# Results follow in this order: T cruzi growth, Pf Dd2 inh, C diff HTS, KDM4C inh
C[C@H](CO)N1C[C@H](C)[C@@H](CN(C)C(=O)CN2CCOCC2)Oc2cc(Br)ccc2S1(=O)=O
    x, 7, -2, 0.3
CN(C[C@H]1N[C@H](CO)[C@H]1c1ccc(C2=CCCC2)cc1)S(C)(=O)=O
    -38, -8, -1, -2.6
C[C@@H]1CCCCO[C@@H](CN(C)C(=O)CCC(F)(F)F)[C@H](C)CN([C@@H](C)CO)C(=O)c2cc(NC(=O)c3ccncc3)ccc2O1
    13, 28, 2, 1.5
CO[C@@H]1CN(C)C(=O)c2cc(NC(=O)C3CCCC3)ccc2OC[C@@H](C)NC[C@H]1C
    -55, x, x, -2.0
Cc1ccc(S(=O)(=O)Nc2cccc3c2O[C@@H](CN(C)C(=O)NC2CCCCC2)[C@H](C)CN([C@H](C)CO)C3=O)cc1
    10, -7, -6, -0.6
O=C(C[C@@H]1CC[C@@H]2[C@H](COC[C@H](O)CN2C(=O)c2ccccc2)O1)Nc1nccs1
    75, -28, -2&-4, 0.6
C[C@H]1CCCCO[C@@H](CN(C)C(=O)Nc2ccc3c(c2)OCO3)[C@@H](C)CN([C@@H](C)CO)C(=O)c2cc(NS(=O)(=O)c3cn(C)cn3)ccc2O1
    13, -15, 0, -3.0
C[C@@H]1CN([C@@H](C)CO)C(=O)c2c(c3ccccc3n2C)-c2ccccc2CO[C@@H]1CN(C)C(=O)[C@H](C)c1ccccc1
    x, -87*, -3, -4.4
C[C@@H]1CN([C@H](C)CO)C(=O)c2cc(NC(=O)Nc3cccc4ccccc34)ccc2O[C@@H]1CN(C)C(=O)Nc1ccc2c(c1)OCO2
    25, 16, 1, 0.3
CN(C)C(=O)C[C@@H]1CC[C@@H]2[C@H](COC[C@H](O)CN2CC2CCOCC2)O1
    66, -2, x, -0.7
C[C@H](CO)N1C[C@H](C)[C@H](CN(C)Cc2cccc(C(F)(F)F)c2)Oc2ncccc2C1=O
    x, 14, x, -2.1
CCS(=O)(=O)Nc1ccc2c(c1)C(=O)N(C)[C@@H]1CC[C@@H](CC(=O)NCc3ccc(OC)cc3)O[C@H]1CO2
    12, 14, -2, 0.6
COCC#Cc1ccc2c(c1)O[C@H](CN(C)C(=O)NC(C)C)[C@@H](C)CN([C@@H](C)CO)S2(=O)=O
    33, x, -2, -0.3
O=C(NC[C@H]1N[C@H](CO)[C@@H]1c1ccc(C2=CCCC2)cc1)C1CC1
    x, 7, 11, 2.2
C[C@H](CO)N1C[C@H](C)[C@H](CN(C)C(=O)Nc2cccc3ccccc23)Oc2ccc(NC(=O)Nc3ccccc3)cc2CC1=O
    -1, -44, -5, 3.0
COc1ccc(CN2[C@H](CO)[C@H]3c4ccccc4N(C(=O)NC(C)C)C[C@H]32)cc1
    6, -65, 4, -2.0
Cc1ccc(S(=O)(=O)Nc2ccc3c(c2)CC(=O)N([C@@H](C)CO)C[C@@H](C)[C@H](CN(C)CC2CC2)O3)cc1
    -69, -37, -3, 0.7
C[C@H](CO)N1C[C@H](C)[C@@H](CN(C)C(=O)Cc2ccncc2)Oc2ncc(C3=CCCC3)cc2C1=O
    17, -19, 4, 3.8
C[C@H](CO)N1C[C@H](C)[C@H](CN(C)Cc2ccc(C(F)(F)F)cc2)Oc2c(NC(=O)CCCCCC(=O)Nc3ccccc3N)cccc2C1=O
    x, -86*, 5, -1.2
Cc1ccc(S(=O)(=O)N(C)C[C@H]2Oc3ccc(NC(=O)C4CCCCC4)cc3CC(=O)N([C@@H](C)CO)C[C@@H]2C)cc1
    28, -44, -7, 1.2
O=C(c1ccccc1F)N1CC[C@@H]2[C@H](CO)Nc3ccc(C#Cc4ccccc4F)cc3[C@@H]21
    82, -26, 17, -3.2
C[C@H]1CN([C@@H](C)CO)S(=O)(=O)c2ccc(C#CC3CCCC3)cc2O[C@@H]1CN(C)Cc1cncnc1
    x, -39, x, -1.6
CNC[C@H]1Oc2ncc(Br)cc2C(=O)N([C@@H](C)CO)C[C@H]1C
    x, 14, x, 0.9
CCCNC(=O)N1[C@H](CO)[C@H](c2ccccc2)[C@H]1CNC(=O)c1cccc(F)c1
    39, -2, 10, -0.4
O=C(C1CCC1)N1CC[C@H]2[C@H](CO)Nc3ccc(C#Cc4cccc(F)c4)cc3[C@H]21
    46, -20, 35, 0.2
CC(C)NC(=O)N(C)C[C@H]1Oc2c(NC(=O)c3ccncc3)cccc2C(=O)N([C@@H](C)CO)C[C@@H]1C
    x, 6, -2, 0.8
CCCN1C[C@H](C)[C@H](OC)CN(C)C(=O)c2ccc(NS(=O)(=O)c3cn(C)cn3)cc2OC[C@H]1C
    50, -3, x, -1.5
CO[C@@H]1CN(C)C(=O)c2ccc(NC(=O)C3CC3)cc2OC[C@H](C)N(CCc2ccccc2)C[C@@H]1C
    -14, -22, x, -0.4
Cc1ccc(-c2cnc3c(c2)C(=O)N([C@H](C)CO)C[C@H](C)[C@@H](CN(C)C(=O)CN(C)C)O3)cc1
    x, -8, -1, 1.0
CCCC#Cc1ccc2c(c1)O[C@@H](CN(C)Cc1ccccn1)[C@H](C)CN([C@@H](C)CO)S2(=O)=O
    107*, x, 3, 14

# Brought forward from above: two compounds; new compounds follow.
# Results follow in this order: T cruzi growth, Pf Dd2 inh, C diff HTS, KDM4C inh
Cc1ccc(-c2cnc3c(c2)C(=O)N([C@H](C)CO)C[C@H](C)[C@@H](CN(C)C(=O)CN(C)C)O3)cc1
    x, -8, -1, 1.0
CCCC#Cc1ccc2c(c1)O[C@@H](CN(C)Cc1ccccn1)[C@H](C)CN([C@@H](C)CO)S2(=O)=O
    107*, x, 3, 14
C[C@H]1CN([C@@H](C)CO)C(=O)c2cc(NC(=O)Nc3ccc(F)cc3)ccc2O[C@@H]1CN(C)Cc1ccc(Oc2ccccc2)cc1
    46, 2, 1, -1.0
C[C@H]1CN([C@@H](C)CO)C(=O)c2cccc(NC(=O)Nc3ccc(F)cc3)c2O[C@H]1CN(C)Cc1ccc(C(=O)Nc2ccccc2N)cc1
    x, -71, 13, -1.7
O=C(C[C@@H]1C=C[C@@H](NS(=O)(=O)c2ccc(F)cc2)[C@H](CO)O1)NCc1ccncn1
    73, -21, x, 1.0
C[C@H]1CN([C@@H](C)CO)C(=O)c2cc(NC(=O)CCCCCC(=O)Nc3ccccc3N)ccc2O[C@H]1CN(C)Cc1ccc(Oc2ccccc2)cc1
    x, -75, 12, 12
O=C(CN1CCOCC1)N1CCCCN2[C@@H](CO)[C@@H](c3ccc(/C=C/c4ccccc4)cc3)[C@@H]2C1
    105*, -10, 2, -2.1
O=C(C[C@@H]1C=C[C@@H](NC(=O)c2ccc(F)cc2)[C@H](CO)O1)NCCc1ccncc1
    -35, 15, x, 1.0
O=C(N[C@H]1CC[C@@H](CCn2cc(C3(O)CCCC3)nn2)O[C@H]1CO)C1CCCCC1
    -12, 31, -1, -1.5
CN1c2ccc(Br)cc2[C@@H]2[C@@H](CCN2C(=O)Cc2cccnc2)[C@@H]1CO
    103, -36, 10, 0.6
CO[C@@H]1CN(C)C(=O)c2ccc(NC(C)=O)cc2OC[C@H](C)N(C(=O)c2ccccc2F)C[C@H]1C
    14, 20, 2, 0.6
COc1ccc(NC(=O)N(C)C[C@@H]2Oc3ccc(NS(=O)(=O)c4cccs4)cc3CC(=O)N([C@H](C)CO)C[C@@H]2C)cc1
    24, 11, -6, 0.2
COc1ccc(S(=O)(=O)Nc2ccc3c(c2)C(=O)N([C@H](C)CO)C[C@@H](C)[C@@H](CN(C)Cc2ccncc2)OCCCC[C@H](C)O3)cc1
    100, -45, 5, 1.8
C[C@@H]1CN([C@H](C)CO)C(=O)Cc2cc(NS(=O)(=O)c3ccccc3)ccc2O[C@@H]1CN(C)Cc1ccc(-c2ccccc2)cc1
    67, 14, 3, 5.7
O=S(=O)(c1ccccc1)N1CC2(C1)[C@H](c1ccccc1)[C@H](CO)N2CCC(F)(F)F
    x, -20, -7, 1.2
C[C@@H]1CCCCO[C@@H](CN(C)C(=O)CCC(F)(F)F)[C@@H](C)CN([C@H](C)CO)C(=O)c2cc(NC(=O)CCCCCC(=O)Nc3ccccc3N)ccc2O1
    -19, -14, 0, -0.5
COc1ccccc1CN1[C@@H]2CNC[C@H]1C2c1ccc(-c2ccc(C#N)cc2)cc1 (some centres not stated)
    x, -73, 22, -1.0
C[C@@H]1CN([C@@H](C)CO)C(=O)c2cc(C3=CCCCC3)cnc2O[C@H]1CN(C)C(=O)c1ccc2c(c1)OCO2
    89, 13, 3, 0.7
C[C@@H]1CN([C@H](C)CO)C(=O)Cc2cc(NC(=O)Nc3ccc(C(F)(F)F)cc3)ccc2O[C@@H]1CN(C)C(=O)Nc1ccc2c(c1)OCO2
    x, -75, 4, -0.7
Cc1ccccc1S(=O)(=O)N1CC(=O)N2[C@H](CO)[C@H](c3ccc(C#CCC(C)C)cc3)[C@@H]2C1
    x, -42, -4, 0.0
C[C@H]1CN([C@@H](C)CO)C(=O)Cc2cc(NC(=O)C3CC3)ccc2O[C@@H]1CN(C)Cc1ccc(C(F)(F)F)cc1
    60, -2, 4, -1.1
C[C@H]1CN([C@@H](C)CO)C(=O)c2cc(NC(=O)C3CCCCC3)ccc2O[C@H]1CN(C)Cc1ccc(C(F)(F)F)cc1
    15, -5, 8, 0.6
C[C@@H]1CN([C@@H](C)CO)C(=O)c2cc(NS(=O)(=O)c3ccc(F)cc3)ccc2O[C@H]1CN(C)C(=O)NC1CCCCC1
    79, 19, 5, 0.0
C[C@@H]1CCCCO[C@@H](CN(C)Cc2ccc(C(F)(F)F)cc2)[C@H](C)CN([C@H](C)CO)C(=O)c2cc(NS(=O)(=O)c3ccc(F)cc3)ccc2O1
    56, -22, 5, -0.8
O=C(C[C@H]1CC[C@@H]2[C@H](COC[C@H](O)CN2C(=O)Nc2ccc3c(c2)OCO3)O1)N1CCN(c2ccccc2)CC1
    x, -2, 1&-2, 3.9
CCCC#Cc1ccc([C@H]2[C@@H](CO)N3C(=O)CN(C(=O)c4ccncc4)C[C@@H]23)cc1
    x, 25, -6, -1.2
C[C@H](CO)N1C[C@H](C)[C@H](CN(C)Cc2ccc(Oc3ccccc3)cc2)OCc2cnnn2CCCC1=O
    -8, -38, -1, 0.6
O=C(CC1CC1)N1CC2(C1)[C@H](c1ccccc1)[C@H](CO)N2C(=O)c1cnccn1
    x, -9, 4, -0.2
COc1ccc(S(=O)(=O)Nc2cccc3c2O[C@H](CN(C)C(=O)Nc2ccc(F)cc2)[C@H](C)CN([C@H](C)CO)C3=O)cc1
    35, -24, x, -0.6
O=C(C[C@H]1CC[C@H]2[C@@H](COC[C@@H](O)CN2Cc2cccc(C(F)(F)F)c2)O1)NCc1ccncc1
    74, 4, x, 2.1
CO[C@@H]1CN(C)C(=O)c2cc(NC(=O)C3CCOCC3)ccc2OC[C@@H](C)N(C)C[C@@H]1C
    -62, x, -10, -1.0
COc1ccc(CN(C)C[C@H]2Oc3ccc(NS(=O)(=O)c4cccs4)cc3C(=O)N([C@@H](C)CO)C[C@@H]2C)cc1
    -55, -6, -2, 0.3

# Reformatted: entries from further up.
> COc1ccccc1CN1[C@@H]2CNC[C@H]1C2c1ccc(-c2ccc(C#N)cc2)cc1 (some centres not stated)
  T cruzi growth = x; Pf Dd2 inh = -73; C diff HTS = 22; KDM4C inh = -1.0
> C[C@@H]1CN([C@@H](C)CO)C(=O)c2cc(C3=CCCCC3)cnc2O[C@H]1CN(C)C(=O)c1ccc2c(c1)OCO2
  T cruzi growth = 89; Pf Dd2 inh = 13; C diff HTS = 3; KDM4C inh = 0.7

# (next part)
# Results follow in this order: T cruzi growth, Pf Dd2 inh, C diff HTS, KDM4C inh
CCC(=O)Nc1ccc2c(c1)C(=O)N(C)C[C@@H](OC)[C@H](C)CN(CCc1ccccc1)[C@@H](C)CO2
    7, -2, x, 0.0
Cn1cnc(S(=O)(=O)N2C[C@@H](O)COC[C@@H]3O[C@H](CC(=O)NC4CCCC4)CC[C@H]32)c1
    -20, -2, -4, 1.4
C[C@@H]1CCCCO[C@@H](CN(C)C(=O)Nc2ccc(C(F)(F)F)cc2)[C@@H](C)CN([C@H](C)CO)C(=O)c2cc(NC(=O)Nc3ccc4c(c3)OCO4)ccc2O1
    x, -61, 1, -1.0
COc1ccc(NC(=O)N2C[C@@H](O)COC[C@@H]3O[C@H](CC(=O)N4CCCCC4)CC[C@H]32)cc1
    22, 29, 8&1, 2.1
CC(C)CC#Cc1ccc2c(c1)O[C@H](CN(C)Cc1ccc(F)cc1)[C@H](C)CN([C@H](C)CO)S2(=O)=O
    66, -74, 15, x
CCCNC(=O)C[C@H]1C[C@H]2c3cc(NC(=O)NC4CCCC4)ccc3O[C@H]2[C@@H](CO)O1
    -64, 14, x, -0.7
COc1ccc(S(=O)(=O)N2CC3(CN(C(=O)CN(C)C)[C@H](CO)c4c3c3ccc(OC)cc3n4C)C2)cc1
    x, -84*, -5, -0.5
C[C@@H]1CN([C@H](C)CO)C(=O)c2cc(NC(=O)Nc3ccc(C(F)(F)F)cc3)ccc2O[C@@H](C)CCCCO[C@H]1CN(C)S(=O)(=O)c1ccc(Cl)cc1
    40, -76, 3, -3.5
